Assay outcomes from PubChem BioAssay.
yeast mec2-1 = NCI yeast anticancer drug screen, S. cerevisiae mec2-1 strain | % growth inhibition at 50 µM | 79,000 tested, 9% active | AID 157;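 further: 0% = growth of vehicle-only cultures of the same strain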
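mec2-1 yeast strain, carrying an alteration in DNA damage repair or cell cycle control, was exposed to compounds; growth inhibition was measured relative to vehicle-treated controls.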
yeast rad50 = NCI yeast anticancer drug screen, S. cerevisiae rad50 strain; % growth inhibition at 50 µM; 79,000 tested, 10% active;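 further: 0% = growth of vehicle-only cultures of the same strain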
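DNA repair mutant yeast, compound exposure, growth read-out; inhibition is taken relative to vehicle.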
cln2 rad14 = NCI yeast anticancer drug screen, S. cerevisiae cln2 rad14 strain | % growth inhibition at 50 µM | 78,000 tested, 8.3% active;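 further: 0% = growth of vehicle-only cultures of the same strain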
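cln2 rad14 yeast strain; compound exposure; growth inhibition read vs vehicle controls.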
sgs1 mgt1 = NCI yeast anticancer drug screen, S. cerevisiae sgs1 mgt1 strain | 78,000 tested, 10% active | AID 161 | % growth inhibition at 50 µM;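 further: 0% = growth of vehicle-only cultures of the same strain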
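Growth of a repair-deficient yeast mutant was monitored after compound treatment and expressed as inhibition relative to vehicle-treated cultures.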
bub3 = NCI yeast anticancer drug screen, S. cerevisiae bub3 mutant strain; AID 167; 78,000 tested, 9.9% active; growth inhibition, % at 50 µM;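 further: 0% = growth of vehicle-only cultures of the same strain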
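In this screen, a yeast mutant lacking normal mitotic checkpoint function is challenged with compound. Relative growth versus vehicle gives the inhibition value.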
mlh1 rad18 = NCI yeast anticancer drug screen, S. cerevisiae mlh1 rad18 strain | 79,000 tested, 11% active | growth inhibition, % at 50 µM | AID 175;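 further: 0% = growth of vehicle-only cultures of the same strain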
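Vehicle-treated cultures served as the reference for growth inhibition in a yeast strain carrying DNA damage repair alterations exposed to each compound.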
Active calls of the source: *; . = not tested or not shown; & = joins results of further samples; ! = repeats disagree. No stated cut-off is given here; in the data, active means growth inhibition above about 70%; inactive means the rest.

Each structure is followed by: yeast mec2-1	yeast rad50	cln2 rad14	sgs1 mgt1	bub3	mlh1 rad18
CCOc1ccccc1NC(=O)C1=C(C)NC(C)=C(C(=O)Nc2ccccc2OCC)C1c1ccc(NC(C)=O)cc1
 : -11	-30	-6	-15	-22	12
NC(=O)[C@H]1CC2CCC1C2 (stereo not given in full)
 : -2	7	5	3	11	6
CC(=O)Oc1cc(C)c(OC(C)=O)c2cc(F)ccc12
 : -7	2	3	12	12	12
CCCCNc1ccc2c(C)c(Cc3ccccc3)c(=O)oc2c1
 : -8	9	2	20	5	-11
N=C(N)c1ccc(/C=C/c2ccc(C(=N)N)cc2O)cc1
 : 20	25	25	11	22	24
COc1ccc(C(=O)C(Br)C(Br)C(=O)O)cc1 (stereo not given)
 : 24	25	-65	6	5	39
NC(=O)c1[nH]c(/N=N/c2nc[nH]c2C(N)=O)nc1N
 : 22	25	-17	10	-5	16
Nc1nc(N)c2ncn(-c3ccc(Cl)cc3)c2n1
 : 14	-1	-21	10	-1	8
O=[N+]([O-])c1ccc(/C([O-])=C(\C(=S)Nc2ccccc2Cl)[n+]2ccccc2)cc1
 : 0	-8	-14	-7	2	11
Nc1[nH]c(=O)ncc1C(=O)O
 : 9	26	-25	5	-12	7
COc1ccc(C(=O)Oc2ccc(C=Nc3ccc4c(c3)C(C)(C)C3(C=Cc5cc([N+](=O)[O-])ccc5O3)N4C)cc2)cc1 (stereo not given)
 : 8	32	11	13	-3	29
O=C(OCC1OC(n2nc(SCc3ccccc3)c(=S)[nH]c2=O)C(OC(=O)c2ccccc2)C1OC(=O)c1ccccc1)c1ccccc1 (stereo not given)
 : 0	1	-47	14	-6	32
C/C(CCC(=O)O)=N/Nc1ccc(C(=O)O)cc1
 : 5	66	6	18	31	24
CC1=CC(c2ccccc2)=CS(=O)(N(C)C)=C1 (stereo not given)
 : -7	6	40	-4	-11	-7
CC(=O)OCCOCNC(=S)NCc1ccco1
 : -7	11	9	-40	6	-10
CCCN(CCN(CC)CC)C(=O)N(CC)CC
 : 14	-11	-19	3	6	-18
CC1(C)OC(C(F)(F)F)(C(F)(F)F)c2cc(C(C)(C)C)cc(C(O)(C(F)(F)F)C(F)(F)F)c2S1
 : 22	31	26	1	14	21
Oc1ccc(C2CCCCC2)cc1
 : 80*	86*	6	95*	49	94*
O=C(Nc1cc(Cl)ccc1Cl)c1ccc(Cl)cc1
 : -14	-1	-44	4	-10	-13
CSc1nnc(COc2ccc(Cl)cc2)o1
 : 6	22	29	26	13	21
Cc1cc(O)c2c(c1O)C(=O)c1c(O)ccc(O)c1C2=O
 : -32	8	-6	-3	-2	-59
Cc1c(C)c2ccc(OC(C)C(=O)O)cc2oc1=O (stereo not given)
 : 1	-11	32	22	10	36
CCN(CC)c1ccc(/C=C(\C#N)C(N)=S)cc1
 : 24	35	1	45	16	16
CC(=O)Nc1ccc(C(=O)n2[nH]c(C)c(/C=C3\C(=O)C=Cc4ccccc43)c2=O)cc1
 : 100*	99*	99*	99*	99*	99*
CS(=O)c1ccc(C(F)(F)F)cc1C(=O)O (stereo not given)
 : 10	-3	-24	10	-20	10
c1ccc([Si]2(c3ccccc3)O[Si](c3ccccc3)(c3ccccc3)O[Si](c3ccccc3)(c3ccccc3)O[Si](c3ccccc3)(c3ccccc3)O2)cc1
 : -3	-16	4	-23	-21	-15
Cc1ccc(NC(=O)C2c3ccccc3-c3ccccc32)cc1
 : 17	39	-8	17	11	21
Cc1ccc(C2(O)CCCCC2)cc1
 : -8	-10	26	-32	-9	7
CNCCCC1c2ccccc2C=Cc2ccccc21
 : 3	6	-2	13	0	12
CSc1cc(Cl)c(C(=O)Nc2ccccc2)cc1S(=O)(=O)n1cc[nH]c1=O
 : -11	0	-9	-6	-1	8
CCOC(=O)C1CCN(Cc2ccccc2)CC1=O (stereo not given)
 : 91*	90*	90*	92*	91*	91*
BrCCC1(CCBr)CCCCC1
 : 39	54	25	45	49	58
COC(=O)/C(=N\NC(N)=O)C(C#N)c1ccccc1 (stereo not given)
 : -2	-12	-30	-6	7	-5
Cc1ccc(NC(=O)C(=O)C(C2C(C)CC(=O)C2CC(=O)O)[N+](=O)[O-])cc1 (stereo not given)
 : 12	24	18	12	14	31
COc1ccc(C(=O)CCl)c(O)c1OC
 : 6	-5	15	-6	6	12
O=C(O)c1ccnc(Br)c1
 : 0	-3	12	-31	-27	-14
COc1cccc(/C(C#N)=C\O)c1
 : -37	-17	3	-30	-43	-9
O=C1C=C(c2ccccc2)OC1(c1ccccc1)N1CCOCC1 (stereo not given)
 : -6	0	20	56	-28	-2
O=C(Nc1cccc(Cl)c1Cl)Oc1ccc(Cl)cc1C(=O)c1ccccc1
 : -1	-8	4	-17	-13	-27
O=C(OCCc1ccccc1)C(O)c1ccccc1 (stereo not given)
 : -6	11	11	3	7	-1
C[N+]([O-])(CCC#N)CC(=O)O (stereo not given)
 : 14	-5	-11	0	7	5
Fc1cccc2c1cc1ccc3cccc4ccc2c1c34
 : 40	89*	62	83*	88*	91*
CCCCCc1ccc(C)cc1OC(C)=O
 : -1	14	-14	9	-3	0
Cc1ccc(NC(=O)CCC/C(CC(=O)c2ccc(Br)cc2)=N/NC(=O)CC#N)cc1
 : -9	-2	-8	-23	12	-15
CCCCCCCC/C=N/Nc1ccc([N+](=O)[O-])cc1[N+](=O)[O-]
 : 0	6	8	42	21	-17
CCOc1ccc(C(=O)CCC(=O)Nc2ccc(Br)cc2)cc1
 : 6	13	-7	13	9	20
Nc1ccc([N+](=O)[O-])cc1C(=O)O
 : 1	5	-16	-7	3	0
CCCC(CCC)NCCOC(=O)C(CC)c1ccccc1 (stereo not given)
 : 16	88*	56	88*	50	75*
N#Cc1cc2c3ccccc3ncc2c2ccccc12
 : 16	1	-1	-3	-2	-6
O=C(/C(=N/N(C(=O)c1ccccc1)c1ccccc1)c1ccccc1)c1ccccc1
 : -2&5	22&29	17&-12	17&19	-6&-4	26&9
CCN(CC)c1ccc(NC(CC(O)c2ccccc2)c2ccccc2)cc1 (stereo not given)
 : 6	-24	51	-1	21	24
CC(C)OCC(O)COc1cc(=O)oc2ccccc12 (stereo not given)
 : -20	-30	28	6	5	-5
CCOC(=O)c1c(C)n(C)c2c1nnc1ccccc12
 : 51	65	55	59	46	57
CC(=O)N1C(C(=O)NC2CCCCC2)CSC1c1ccccc1 (stereo not given)
 : 2	-22	0	-2	-8	-20
O=c1[nH]cnc2cc(Cl)c(Cl)cc12
 : -29	-3	-16	-9	5	-8
CN(C)C1=NS(=O)(=O)c2ccccc21
 : 1	-1	-40	-7	6	3
Nc1nc(CCC(=O)Nc2cccc(C(F)(F)F)c2)cc(-c2ccc3ccccc3c2)n1
 : -24	-8	-10	-78	-6	-32
O=C(Nc1ccccc1)Sc1ccc(Cl)cc1
 : -13	-12	-20	-22	3	3
COc1cc(NCCCCCCC2CCCCN2)c2ncccc2c1 (stereo not given)
 : 45&49	86*!	11&14	88*!	72*!	94*!
COC(=O)c1ccc(NCc2c(O)ccc(O)c2Br)cc1Cl
 : 92*	90*	90*	89*	92*	92*

Additional results follow.
Each structure is followed by: yeast mec2-1	yeast rad50	cln2 rad14	sgs1 mgt1	bub3	mlh1 rad18
CN(CC(=O)O)c1ncc2c(n1)-c1ccccc1CC2
 : 0	11	-18	-19	-42	-35
COC(=O)c1ccccc1S(=O)(=O)NC(C)C
 : -1	11	12	17	-5	26
COc1cc2oc(-c3ccc(O)cc3)c(OC3OC(C)C(O)C(O)C3O)c(=O)c2c(O)c1OC (stereo not given)
 : -14	0	9	-16	-8	-75
CCN(CC)CCN(C(=O)C(C)(C)C)c1ccccc1N
 : -28	-31	-19	-17	-19	-4
CN(C)c1ccc(/C=C/c2ccnc3ccccc23)cc1Cl
 : -4	-10	-13	67	29	5
CO/C(=N\N=C\c1ccc(C(F)(F)F)cc1)c1ccncc1
 : 19	54	22	35	31	15
CC(C)(C)OC(=O)NCC(O)CNC(=O)OC(C)(C)C
 : -7	-1	-26	-46	-23	-25
CCCCC[n+]1ccccc1
 : -10	-2	-17	10	2	0
COC(=O)/C(=N\N)C(C(=O)C(=O)Nc1cc(Cl)ccc1Cl)c1nc2ccc([N+](=O)[O-])cc2[nH]c1=O (stereo not given)
 : 7	13	-20	-6	26	13
O=Cc1ccc2c(c1Cl)C(=O)c1ccccc1C2=O
 : 43	51	.	.	.	68
CCOC(=O)C(=Cc1ccccc1Br)C(=O)OCC
 : 92*	78*	68	96*	96*	96*
CC(=O)NCc1cccc([N+](=O)[O-])c1
 : -13	18	2	27	18	13
N#CC(Cl)CS(=O)(=O)c1ccccc1 (stereo not given)
 : 100*	99*	99*	100*	95*	100*
C=CCN(CC=C)C(=O)Nc1ccc(C(=O)N/N=C/c2cccc(OC)c2OC)cc1
 : -14	-3	-33	-9	-9	8
O=C1CSC=NN1c1ccccc1
 : -7	-13	-10	-15	6	4
O=C(Nc1cc(Cl)c(Cl)cc1Cl)C(=O)C(C(=O)c1ccc2ccccc2c1)C1OC(=O)c2ccccc21 (stereo not given)
 : 37	68	64	64	59	40
CCCCCCCCCCCC(=O)c1c(O)cccc1O
 : -16	-10	17	8	11	-20
CCCCCC(CN(C)C)C(O)/C=C\c1ccccc1 (stereo not given)
 : 49	75*	5	72*	2	68
CCCCCCCOC(=O)COc1ccc(Cl)cc1Cl
 : 9	11	1	11	10	5
CC(C)C1CO[C@]2(C)CCC(=O)N12 (stereo not given in full)
 : 12	5	14	-3	6	10
C=C(CCCC(C)OC(C)OCC)[Si](C)(C)C (stereo not given)
 : -52	-26	-7	-21	-24	-38
O=C1CCCC(c2ccccc2)O1 (stereo not given)
 : -14	-3	-68	5	-27	15
CCCCCOC(=O)c1c(Cl)c(Cl)c(C(=O)OCCCCC)c(Cl)c1Cl
 : -39	-18	-7	1	-6	-9
CN(Cc1cnc2nc(N)nc(N)c2n1)c1ccc(C(=O)NC(CCC(=O)NC(CCC(=O)NC(CCC(=O)O)C(=O)O)C(=O)O)C(=O)O)cc1 (stereo not given)
 : -33	-28	-9	-38	-25	-43
Cc1c(Cl)c2ccccc2n1S(=O)(=O)c1ccccc1
 : -4	38	22	31	10	22
O=C(Nc1cc(Cl)ccc1Cl)Oc1c(Cl)cc(Cl)c(Cl)c1[N+](=O)[O-]
 : -37	10	-34	29	-1	16
N#C/C(=C\NC(=S)c1ccncc1)c1nc2ccccc2s1
 : -22	31	3	-10	6	-28
CCN(CC)CC(C)=O
 : -58	-31	15	-82	-12	-6
Oc1ccc(-c2ccc(O)cc2)cc1
 : -4&2	-19&36	-28&20	-17&7	13&12	19&14
O=c1cc(-c2ccc(O)cc2)oc2cc(O)cc(O)c12
 : -6	6	-44	-8	-21	-15

Reprinted at random: 6 compounds from above, in no set order.
Each structure is followed by: yeast mec2-1	yeast rad50	cln2 rad14	sgs1 mgt1	bub3	mlh1 rad18
CCN(CC)CC(C)=O
 : -58	-31	15	-82	-12	-6
C=CCN(CC=C)C(=O)Nc1ccc(C(=O)N/N=C/c2cccc(OC)c2OC)cc1
 : -14	-3	-33	-9	-9	8
CN(CC(=O)O)c1ncc2c(n1)-c1ccccc1CC2
 : 0	11	-18	-19	-42	-35
O=Cc1ccc2c(c1Cl)C(=O)c1ccccc1C2=O
 : 43	51	.	.	.	68
O=c1cc(-c2ccc(O)cc2)oc2cc(O)cc(O)c12
 : -6	6	-44	-8	-21	-15
CCN(CC)CCN(C(=O)C(C)(C)C)c1ccccc1N
 : -28	-31	-19	-17	-19	-4

Back to the main list with the 3 entries that preceded the break.
Each structure is followed by: yeast mec2-1	yeast rad50	cln2 rad14	sgs1 mgt1	bub3	mlh1 rad18
CCN(CC)CC(C)=O
 : -58	-31	15	-82	-12	-6
Oc1ccc(-c2ccc(O)cc2)cc1
 : -4&2	-19&36	-28&20	-17&7	13&12	19&14
O=c1cc(-c2ccc(O)cc2)oc2cc(O)cc(O)c12
 : -6	6	-44	-8	-21	-15
O=C(O)c1cc2c(c3c1CCCC3)CCC1CCCC21 (stereo not given)
 : 26	13	-6	33	21	28
CC1=N[C@@H](C(=O)NCC(N)=O)Cc2c1[nH]c1ccccc21
 : 10	12	-8	9	-4	4
CC1C[C@]2(C)C(=NCCN)Nc3ccccc3[C@@H]2N(C)c2ccccc21 (stereo not given in full)
 : -26	-14	-29	-11	-13	13
CCCCCCCCCSc1nc2ccc(NC(=O)/C=C/C(=O)O)cc2s1
 : 2	40	18	31	-5	33
C[C@H](CCC(=O)O)[C@H]1CC[C@H]2[C@@H]3CC[C@@H]4C[C@H](O)CC[C@]4(C)[C@H]3CC[C@]12C
 : 31	40	1	10	26	24
Cc1cccc(C)c1NC(=O)/C(Cc1nc2ccc([N+](=O)[O-])cc2[nH]c1=O)=N\NC(N)=O
 : 51	55	9	31	66	41
O=C(Nc1ccccc1)Nc1ccccc1
 : 13	-30	-45	1	-31	-13
